High-throughput results (PubChem)
FUS suppressor: qHTS for Suppressors of FUS Proteinopathy: Primary screen using FUS-linked yeast assay; AID 1347120, 2019; 390,000 tested, 0.24% active; S. cerevisiae FUS-expressing, growth rescue, OD600, 24 h; Potency, µM (titrated, usually from 76.6 µM), for the others: at the highest dose growth rescue (activation), hits mostly activators;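 note: potency is the fitted concentration of half-maximal effect; plate controls were DMSO vehicle for no effect and reference control for full effect; nearly all actives have a fitted effect of over 55% in size; some results filed as inactive show a strong effect at the top dose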
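Galactose (2%) drives FUS expression in yeast precultured in raffinose; seeding density OD 0.005. Test compounds incubated 24hr at 30C and 99% humidity before absorbance at 600 nm was measured.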
TDP-43 yeast inh: qHTS of TDP-43 Inhibitors; 410,000 tested, 1.8% active; AID 652104, 2013; Potency, µM (top dose mostly 46.1 µM), for inactives: at the top dose growth rescue (activation), actives largely listed as activators; TDP-43 expressing yeast growth rescue, BacTiter-Glo, 24 h; note: potency is the fitted concentration of half-maximal effect; % of control where 0% means no effect; nearly all actives have a fitted effect of over 50% in size
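Readout is BacTiter-Glo luminescence of cell growth, so inhibitors register as activators. TDP-43-expressing yeast at OD600=0.02 in galactose medium, after raffinose pregrowth to mid-log, were incubated with compound for 24 hr at 30 deg C.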
PTHR1 ag: qHTS for PTHR1 Agonists: Primary Screen. Parathyroid hormone/parathyroid hormone-related peptide receptor (Homo sapiens), Q03431. HEK293 GP2 PTHR1 cells, GloSensor cAMP luminescence, 1 h. Potency, µM (highest dose often 115 µM), for the others: at the top dose activation, actives largely listed as activators. 410,000 tested, 0.075% active. AID 743266, 2014; note: potency is the fitted concentration of half-maximal effect; nearly all actives have a fitted effect of over 55% in size; some results filed as inactive show a strong effect at the top dose; inactives centre near -15; many of its hits are not listed in these tables
Target sequence (Q03431 whole entry, looked up): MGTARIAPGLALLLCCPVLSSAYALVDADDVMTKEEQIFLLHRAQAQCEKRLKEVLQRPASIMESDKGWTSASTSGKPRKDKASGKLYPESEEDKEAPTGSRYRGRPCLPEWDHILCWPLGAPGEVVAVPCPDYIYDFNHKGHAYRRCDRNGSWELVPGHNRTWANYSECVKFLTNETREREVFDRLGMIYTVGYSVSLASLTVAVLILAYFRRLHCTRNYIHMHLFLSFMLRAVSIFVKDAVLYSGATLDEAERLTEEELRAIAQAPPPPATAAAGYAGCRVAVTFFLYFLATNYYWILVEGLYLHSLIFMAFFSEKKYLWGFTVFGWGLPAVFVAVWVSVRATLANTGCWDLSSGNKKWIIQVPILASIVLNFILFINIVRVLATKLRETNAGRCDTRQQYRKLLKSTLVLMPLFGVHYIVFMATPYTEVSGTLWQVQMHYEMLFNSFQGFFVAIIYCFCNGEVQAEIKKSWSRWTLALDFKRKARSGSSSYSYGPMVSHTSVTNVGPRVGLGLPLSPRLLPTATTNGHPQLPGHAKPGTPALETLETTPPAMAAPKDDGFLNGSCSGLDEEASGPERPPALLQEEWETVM
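HEK-293-derived GP2 cells expressing PTHR1 and a GloSensor cAMP reporter, 3,000/well, plated overnight, given luciferin plus IBMX (each 0.5 mM as added) for 1 h at 37 °C, then compound for 1 h at 37 °C. Luminescence was read after 15 min at room temperature.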
aSyn rescue: qHTS of alpha-syn Inhibitors | Yeast expressing alpha-synuclein, growth rescue, BacTiter-Glo, 24 h | Potency, µM (series often up to 46.1 µM), for inactives: at the highest dose growth rescue (activation), actives largely listed as activators | 370,000 tested, 0.14% active | AID 652106, 2013; note: potency is the fitted concentration of half-maximal effect; % of control where 0% means no effect; nearly all actives have a fitted effect of over 65% in size
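Rescue of yeast growth: cells expressing toxic alpha-synuclein, induced in galactose at OD600 0.02, incubated with compound 24 h at 30 C. ATP luminescence quantified growth; inhibitors of toxicity appear as activators.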
GLP-1R inv ag: qHTS of GLP-1 Receptor Inverse Agonists (Inhibition Mode); Glucagon-like peptide 1 receptor (Homo sapiens), P43220; HEK293 GLP-1R CRE-luciferase, luminescence, 24 h; GLP-1R form is constitutively active; Potency, µM (top dose mostly 38.3 µM), for inactives: top-dose activity change, negative = inhibition, most hits filed as inhibitors; 410,000 tested, 1.6% active; AID 624417, 2012; note: potency is the fitted concentration of half-maximal effect; % is set by controls: 0 for no effect and ±100 for the full control effect; nearly all actives have a fitted effect of over 55% in size
Target sequence (P43220 whole entry, looked up): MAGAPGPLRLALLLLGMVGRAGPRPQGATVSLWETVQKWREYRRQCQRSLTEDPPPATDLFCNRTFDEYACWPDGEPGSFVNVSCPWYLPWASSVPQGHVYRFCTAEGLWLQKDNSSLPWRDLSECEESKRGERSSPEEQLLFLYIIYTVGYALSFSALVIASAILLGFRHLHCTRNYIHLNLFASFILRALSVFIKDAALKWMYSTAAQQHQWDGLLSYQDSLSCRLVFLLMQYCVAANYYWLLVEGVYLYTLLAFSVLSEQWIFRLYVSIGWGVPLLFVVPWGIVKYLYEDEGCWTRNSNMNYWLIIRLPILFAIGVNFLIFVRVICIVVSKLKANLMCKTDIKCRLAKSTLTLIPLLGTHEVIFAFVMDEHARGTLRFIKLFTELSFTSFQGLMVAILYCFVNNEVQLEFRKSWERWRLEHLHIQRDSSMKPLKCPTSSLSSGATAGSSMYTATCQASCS
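Inverse agonists were sought by their lowering of basal cAMP reporter luciferase output in HEK293 cells stably carrying constitutively active human GLP-1R, after 24 h compound treatment.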
Abeta yeast res: qHTS for compounds that reverse cellular toxicity of Amyloid beta (A-beta) peptide in yeast: Primary Screen; Potency, µM (highest dose often 46.1 µM), for the others: at the top dose growth rescue, most hits filed as activators; AID 1347071, 2019; yeast expressing A-beta42, growth rescue, OD600, 48 h; response scale: 0% DMSO, 100% iron-clioquinol control; 410,000 tested, 0.063% active; note: potency is the fitted concentration of half-maximal effect; nearly all actives have a fitted effect of over 55% in size
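Yeast A-beta toxicity model in growth medium with pinned compounds, 48 h at 30 C; growth read as absorbance at 600 nm. Normalized to FeCl3/clioquinol equimolar mix (positive) and DMSO (negative).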
MmCpn inh: Inhibitors of TCP-1 ring complex (TRiC) of Methanococcus maripaludis (MmCpn): qHTS; purified Mm-Cpn ATPase, ADP Transcreener TR-FRET; Potency, µM (highest dose often 76.9 µM), for the others: at the top dose activity, negative = inhibition, usual class: inhibitors; 330,000 tested, 0.031% active; Chaperonin Mm-Cpn (Methanococcus maripaludis); AID 504842, 2011; note: potency is the fitted concentration of half-maximal effect; % is set by controls: 0 for no effect and ±100 for the full control effect; nearly all actives have a fitted effect of over 80% in size
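25 nM Mm-CPN + cpd, 10 min 37°C; + 10 uM ATP, 30 min 37°C; buffer 30 mM Tris pH 7.4, 100 mM KCl, 5 mM MgCl2, 1 mM DTT; Transcreener ADP HTRF detection 30 min RT.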
Akt phos inh: HTS Assay for Inhibitors of Akt Phophorylation: Primary Screen; 360,000 tested, 0.32% active; activity change, % for hits at 50 µM; Neuro2A IGF-stimulated pAkt S473 HTRF, 20 min; stronger effect = lower value; in the data active = activity change below about -80%; inconclusive = mostly about -51% to -80%; note: % is set by controls: 0 for no effect and ±100 for the full control effect
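Neuro2A cells (4,500/well, DMEM with 0.5% FBS) were treated with compound at a single 50 µM final concentration, stimulated with 6 nM IGF for 20 min at 37 °C, and lysed. Phospho-Akt Ser473 was read by HTRF as 665/615 ratio ×10^4.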
GLP1R cytotox: qHTS of GLP-1 Receptor Inverse Agonists: Cytotox Screen | HEK293 cAMP-luciferase reporter cells, luminescence, 24 h | Potency, µM (highest dose often 38.3 µM), inactives show top-dose activity change, negative = inhibition, usual class: inhibitors | 410,000 tested, 0.13% active | AID 624418, 2012;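 note: loss of luciferase light is scored as toxicity; potency is the fitted concentration of half-maximal effect; % is set by controls: 0 for no effect and ±100 for the full control effect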
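1536-well qHTS counterscreen of the MLSMR; 200 cells/uL, 12 h pre-incubation, 23 nL cpd, 24 h at 37 deg C 5% CO2, luciferase detection reagent, 12 min RT, luminescence. Inhibition = undesired.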
* marks the source's active call; other numbers are inactive results; [ ] = another dose, or the depositor's remark. Unless noted, calls come from the whole dose curve; as a rule, active = well fitted curve in the direction sought with a large enough effect; inconclusive = small, poorly fitted or top-dose-only effect, or another doubt; inactive = no such curve, though single readings can be large; an effect the other way counts as inactive or inconclusive.

How did CCOC(=O)CSc1nc(N2CCOCC2)c2c(c1C#N)CC(C(C)C)OC2 (configuration not stated) do in these assays?
FUS suppressor: 6%; TDP-43 yeast inh: inconclusive; PTHR1 ag: inactive; aSyn rescue: 3%; GLP-1R inv ag: 2.2µM*; Abeta yeast res: 10%; MmCpn inh: 1%; Akt phos inh: inactive; GLP1R cytotox: 10%

Results for O=C(Nc1cnn(Cc2ccc(Cl)c(Cl)c2)c1)c1nc2ncccn2n1 ?
FUS suppressor: 28%; TDP-43 yeast inh: 4%; PTHR1 ag: inactive; aSyn rescue: 1%; GLP-1R inv ag: -18%; Abeta yeast res: -5%; MmCpn inh: 1%; Akt phos inh: inactive; GLP1R cytotox: -6%

Results for Cc1ccnc(SCCn2c(N3CCC(C)CC3)nc3c2c(=O)[nH]c(=O)n3C)n1 ?
FUS suppressor: -10%; TDP-43 yeast inh: 18%; PTHR1 ag: inactive; aSyn rescue: 2%; GLP-1R inv ag: 12%; Abeta yeast res: 6%; MmCpn inh: -11%; Akt phos inh: inactive; GLP1R cytotox: -1%

How did O=C1C2C3C=CC(CC3)C2C(=O)N1/N=C/c1c[nH]c2ccccc12 (configuration not stated) do in these assays?
FUS suppressor: 13%; TDP-43 yeast inh: 3%[9.22 µM]; PTHR1 ag: -37%[inhibitor]; aSyn rescue: 1%; GLP-1R inv ag: 3%[7.66 µM]; Abeta yeast res: 3%; MmCpn inh: 1%; Akt phos inh: inactive; GLP1R cytotox: 2%[7.66 µM]

What do the screens show for `Fc1ccc(C2CC(c3ccccc3)Nc3ncnn32)cc1` (configuration not stated)?
FUS suppressor: -1%; TDP-43 yeast inh: inconclusive; PTHR1 ag: -7%; aSyn rescue: -4%; GLP-1R inv ag: -19%; Abeta yeast res: 4%; MmCpn inh: 4%; Akt phos inh: inactive; GLP1R cytotox: 4%

What do the screens show for `C[C@@H](NC(=O)Cn1cnc2c(NCc3ccccc3)ncnc21)c1cccc2ccccc12`?
FUS suppressor: 25%; TDP-43 yeast inh: -3%; PTHR1 ag: -23%; aSyn rescue: 1%; GLP-1R inv ag: inconclusive; Abeta yeast res: 6%; MmCpn inh: 1%; Akt phos inh: inactive; GLP1R cytotox: -17%

What do the screens show for `O=C1C=C(OCCF)CC(c2cccc([N+](=O)[O-])c2)O1` (configuration not stated)?
FUS suppressor: -7%; TDP-43 yeast inh: 24%; PTHR1 ag: -22%; aSyn rescue: -1%; GLP-1R inv ag: 1%; Abeta yeast res: -11%; Akt phos inh: inactive; GLP1R cytotox: -19%

Results for O=C(NCC1CCCO1)C1CC(=O)N(c2ccccc2)C1 (configuration not stated) ?
FUS suppressor: -5%; TDP-43 yeast inh: -17%; PTHR1 ag: inactive; aSyn rescue: 1%; GLP-1R inv ag: 0%; Abeta yeast res: 12%; MmCpn inh: 2%; Akt phos inh: inactive; GLP1R cytotox: -4%

How did NC(=O)C1(N2CCCCC2)CCN(C(=S)Nc2cc(F)cc(F)c2)CC1 do in these assays?
FUS suppressor: 20%; TDP-43 yeast inh: -14%; PTHR1 ag: -33%[inhibitor]; aSyn rescue: -4%; GLP-1R inv ag: 4%; Abeta yeast res: 5%; MmCpn inh: 0%; Akt phos inh: inactive; GLP1R cytotox: 10%

Results for O=C(OCCN1C(=O)c2ccccc2C1=O)[C@@H]1CC(O)CN1S(=O)(=O)c1ccccc1[N+](=O)[O-] (some centres not stated) ?
FUS suppressor: 2%; TDP-43 yeast inh: 9%; PTHR1 ag: -9%; aSyn rescue: 1%[1.84 µM]; GLP-1R inv ag: 5%; Abeta yeast res: 2%; MmCpn inh: 2%; Akt phos inh: inactive; GLP1R cytotox: -32%

What do the screens show for `O=C(Nc1cccc(S(=O)(=O)NC2=NCCC2)c1)c1cc(Cl)ccc1[N+](=O)[O-]`?
FUS suppressor: 12%; TDP-43 yeast inh: 15%; PTHR1 ag: inactive; aSyn rescue: -9%; GLP-1R inv ag: -10%; Abeta yeast res: 2%; MmCpn inh: 1%; Akt phos inh: inactive; GLP1R cytotox: 7%

How did O=C(NCc1ccco1)/C(=C\c1ccccc1)NC(=O)c1ccccc1 do in these assays?
FUS suppressor: -16%; TDP-43 yeast inh: -13%; PTHR1 ag: -2%; aSyn rescue: -1%; GLP-1R inv ag: 1%; Abeta yeast res: -22%; MmCpn inh: 2%; Akt phos inh: inactive; GLP1R cytotox: -7%

How did O=C(O)C1CCCN1S(=O)(=O)c1cccc(S(=O)(=O)N2CCCC2C(=O)O)c1 (configuration not stated) do in these assays?
FUS suppressor: -9%; TDP-43 yeast inh: -6%; PTHR1 ag: inactive; aSyn rescue: -1%; GLP-1R inv ag: 5%; Abeta yeast res: -14%; MmCpn inh: -1%; Akt phos inh: inactive; GLP1R cytotox: 4%

How did CC1(c2ccc(Cl)cc2Cl)NC(=O)N(CC(=O)NC2CCCCC2)C1=O (configuration not stated) do in these assays?
TDP-43 yeast inh: 0%; PTHR1 ag: inactive; aSyn rescue: -4%; GLP-1R inv ag: -10%; Abeta yeast res: -16%; MmCpn inh: -1%; Akt phos inh: inactive; GLP1R cytotox: -4%

How did COc1ccc(C2CC(=O)C=C(NCc3ccccc3)C2)cc1 (configuration not stated) do in these assays?
FUS suppressor: 10%; TDP-43 yeast inh: 16%; PTHR1 ag: -8%; aSyn rescue: 6%; GLP-1R inv ag: -43%; Abeta yeast res: 17%; MmCpn inh: 3%; Akt phos inh: inactive; GLP1R cytotox: -25%

How did CSCCCN1CCC(n2nccc2NC(=O)CCCc2ccccc2)CC1 do in these assays?
TDP-43 yeast inh: -7%; PTHR1 ag: 1%; aSyn rescue: -1%; GLP-1R inv ag: -21%; Abeta yeast res: -12%; MmCpn inh: 0%; Akt phos inh: inactive; GLP1R cytotox: 7%

How did COn1c(SCc2ccc(C)cc2C)nc2ccccc2c1=O do in these assays?
FUS suppressor: 16%; TDP-43 yeast inh: 20%; PTHR1 ag: -30%[inhibitor]; aSyn rescue: -1%; GLP-1R inv ag: 0%; Abeta yeast res: 8%; MmCpn inh: -5%; Akt phos inh: inactive; GLP1R cytotox: 0%

Results for Cc1ccc(-c2cc(N)on2)cc1 ?
TDP-43 yeast inh: 8%; PTHR1 ag: inactive; aSyn rescue: 0%; GLP-1R inv ag: 25%; Abeta yeast res: 4%; MmCpn inh: -1%; Akt phos inh: inactive; GLP1R cytotox: -12%

How did Cc1nc2c(-c3ccccc3)c[nH]n2c(=O)c1Cc1ccccc1 do in these assays?
FUS suppressor: 16%; TDP-43 yeast inh: -25%; PTHR1 ag: -26%; aSyn rescue: -5%; GLP-1R inv ag: 11%; Abeta yeast res: 0%; MmCpn inh: 3%; Akt phos inh: inactive; GLP1R cytotox: 3%

How did CCOc1nc2ccccc2cc1C=O do in these assays?
FUS suppressor: -4%; TDP-43 yeast inh: -24%; PTHR1 ag: inactive; aSyn rescue: 1%; GLP-1R inv ag: 40%[activator]; Abeta yeast res: -6%; MmCpn inh: 4%; Akt phos inh: inactive; GLP1R cytotox: -2%

How did Cc1ccc(C)c(OCCSc2nnc(C)c(=O)[nH]2)c1 do in these assays?
FUS suppressor: -3%; TDP-43 yeast inh: 23%; PTHR1 ag: -7%; aSyn rescue: 5%; GLP-1R inv ag: 14%; Abeta yeast res: -1%; MmCpn inh: 1%; Akt phos inh: inactive; GLP1R cytotox: 10%

What do the screens show for `Cc1ccc(OCc2cnc(Cl)s2)c(C)c1`?
FUS suppressor: 3%; TDP-43 yeast inh: -3%[0.397 µM]; PTHR1 ag: -19%; aSyn rescue: -1%; GLP-1R inv ag: -9%; Abeta yeast res: 3%; MmCpn inh: 0%; Akt phos inh: inactive; GLP1R cytotox: -2%

How did Cc1cc(=O)oc(C)c1C(=O)Nc1ccc2ncccc2c1 do in these assays?
FUS suppressor: 26%; TDP-43 yeast inh: -2%; PTHR1 ag: -13%; aSyn rescue: -5%; GLP-1R inv ag: 23%; Abeta yeast res: 2%; MmCpn inh: 1%; Akt phos inh: inactive; GLP1R cytotox: 61%[activator]

Results for O=C(Nc1ccc(Cl)cc1)/C(=C1\CCCN1)[N+](=O)[O-] ?
FUS suppressor: 7%; TDP-43 yeast inh: -24%; PTHR1 ag: -23%; aSyn rescue: -2%; GLP-1R inv ag: 27%; Abeta yeast res: -1%; MmCpn inh: 2%; Akt phos inh: inactive; GLP1R cytotox: -20%

How did CNC(=S)N/N=C/c1ccccc1OCC(=O)O do in these assays?
FUS suppressor: 2%; TDP-43 yeast inh: -8%; PTHR1 ag: -10%; aSyn rescue: 3%; GLP-1R inv ag: 1%; Abeta yeast res: -1%; MmCpn inh: 1%; Akt phos inh: inactive; GLP1R cytotox: 7%

Results for CCOc1ncccc1C(=O)OCC(=O)NCc1ccc(C(=O)OC)cc1 ?
TDP-43 yeast inh: inconclusive; PTHR1 ag: inactive; aSyn rescue: 9%; GLP-1R inv ag: 24%; Abeta yeast res: 2%; MmCpn inh: 1%; Akt phos inh: inactive; GLP1R cytotox: -8%

Not all compounds are listed, so the mix of outcomes need not match the whole.
